Screening data (PubChem)
CHOP UPR activ: activators of apoptotic arm of unfolded protein response (CHOP). CHO-CHOP luciferase reporter, UPR activation, luminescence; percent of tunicamycin response over DMSO baseline. activation, % at 10 µM. 0.34% of 330,000 active;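 active = at 10 µM dose, activation of 40% or more, normalized to positive control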;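 note: 100% = tunicamycin at 10 µg/mL and 0% = DMSO alone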
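Material: CHO-CHOP cells, stable luciferase reporter of PERK-eIF2a-CHOP signalling; quantity: 500 reporter cells seeded per well; buffer or medium: F12 medium containing 10% fetal bovine serum; compound: one dose, 10 µM in 0.5% DMSO; incubation: 6 h compound treatment, 37 °C; measured by: Steady-Glo luciferase luminescence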
tim23-1 inh: tim23-1 yeast growth inhibition | S. cerevisiae tim23-1 growth, BacTiter-Glo luminescence, 24 h | inhibition, % at 20 µM | 1.3% of 330,000 active | AID 463212;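 active = growth inhibition of the mutant yeast at or above 50%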;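 note: temperature-sensitive mutant grown at 25 °C; plate controls were DMSO-treated mutant yeast for no effect and medium wells lacking yeast for full effect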
TIM10 inh: inhibits growth of TIM10 yeast strain; S. cerevisiae TIM10 strain growth, BacTiter-Glo luminescence, 24 h; inhibition, % at 10 µM; 1.4% of 330,000 active;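 active = inhibition of 40% or more at the single tested concentration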;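 note: wild-type TIM10 isogenic control strain grown at permissive 25 °C; 0% = DMSO yeast wells and 100% = minimal medium wells without yeast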
697 NFkB inh: inhibitors of the PMA/ionomycin-induced NF-kB reporter in 697 B cells | 697 B-cell NF-kB luciferase reporter, 16 h | inhibition, % at 4 µM | 0.33% of 330,000 active; in the data active = inhibition above about 35%
Mdm2 MdmX PPI: inhibitors of human Mdm2/MdmX interaction. O15151+Q00987. SaOS-2 split-luciferase Mdm2/MdmX complementation, luminescence. inhibition, % at 8 µM. 3% of 330,000 active;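 active = inhibition of at least 50% at 8 µM in the primary screen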
Target sequence (O15151 whole entry, looked up): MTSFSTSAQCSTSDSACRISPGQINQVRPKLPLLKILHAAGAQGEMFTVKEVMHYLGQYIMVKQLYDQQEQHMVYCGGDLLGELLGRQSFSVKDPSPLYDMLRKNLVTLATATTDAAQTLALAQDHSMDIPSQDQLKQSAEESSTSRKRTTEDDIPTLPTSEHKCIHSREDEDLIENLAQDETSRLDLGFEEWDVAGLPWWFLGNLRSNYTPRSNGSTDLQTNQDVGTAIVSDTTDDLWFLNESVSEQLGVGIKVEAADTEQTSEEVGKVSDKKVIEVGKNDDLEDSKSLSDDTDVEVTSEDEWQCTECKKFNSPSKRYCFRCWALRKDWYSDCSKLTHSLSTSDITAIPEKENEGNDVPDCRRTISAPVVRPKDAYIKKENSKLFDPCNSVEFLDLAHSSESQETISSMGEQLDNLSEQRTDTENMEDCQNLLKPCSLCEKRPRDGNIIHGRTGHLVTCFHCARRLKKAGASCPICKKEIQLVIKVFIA
Target sequence (Q00987 whole entry, looked up): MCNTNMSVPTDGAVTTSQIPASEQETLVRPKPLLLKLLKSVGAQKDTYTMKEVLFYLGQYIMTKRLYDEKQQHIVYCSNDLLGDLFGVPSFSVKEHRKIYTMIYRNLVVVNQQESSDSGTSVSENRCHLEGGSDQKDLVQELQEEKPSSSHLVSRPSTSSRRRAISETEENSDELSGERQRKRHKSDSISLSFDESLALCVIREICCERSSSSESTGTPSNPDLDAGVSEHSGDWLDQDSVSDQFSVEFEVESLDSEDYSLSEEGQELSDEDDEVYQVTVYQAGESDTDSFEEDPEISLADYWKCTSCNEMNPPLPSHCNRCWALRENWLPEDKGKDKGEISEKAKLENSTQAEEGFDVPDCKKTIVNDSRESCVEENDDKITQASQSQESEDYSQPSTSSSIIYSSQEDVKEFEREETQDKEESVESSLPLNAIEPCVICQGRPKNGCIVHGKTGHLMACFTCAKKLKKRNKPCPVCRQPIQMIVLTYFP
tim10-1 inh: tim10-1 yeast growth inhibition; AID 463190; 2.2% of 330,000 active; S. cerevisiae tim10-1 ts strain growth, BacTiter-Glo, 24 h; inhibition, % at 20 µM;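 active = inhibition of at least 40%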;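 note: mutant grown at 25 °C; 0% = DMSO wells with yeast and 100% = wells holding no yeast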
Jurkat NFkB inh: lowers PMA/ionomycin-induced NF-kB signal in Jurkat cells; PMA/ionomycin-induced NF-kB luciferase reporter, luminescence; inhibition, % at 4 µM; 0.53% of 330,000 active; AID 435003; in the data active = inhibition above about 50%
UPR XBP1 act: adaptive UPR (XBP1) activation; 0.33% of 330,000 active; CHO-XBP1 luciferase reporter, IRE1-XBP1 UPR activation, luminescence; percent of tunicamycin response, DMSO as zero; activation, % at 20 µM; AID 463104;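 active = versus positive control, 20 µM dose yields 30% or more activation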;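 note: 100% = tunicamycin at 10 µg/mL and 0% = DMSO only wells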
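assay system = CHO-XBP1 luciferase reporter cells | amount = 1000 cells/well | buffer or medium = F12 plus 10% FBS | compound dosing = single point, 20 µM final compound, 1% DMSO | incubation = 16-18 h cell attachment at 37 °C, then 6 h compound exposure | detection = Steady-Glo luminescence read | controls = tunicamycin 10 µg/mL and vehicle-only wells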
* marks the source's active call; other numbers are inactive results.

SMILES | CHOP UPR activ | tim23-1 inh | TIM10 inh | 697 NFkB inh | Mdm2 MdmX PPI | tim10-1 inh | Jurkat NFkB inh | UPR XBP1 act
CC1CN(S(=O)(=O)c2ccc(Cl)c(S(=O)(=O)N3CC(C)OC(C)C3)c2)CC(C)O1 (centres undefined) | 0.1 | -7 | 9 | -8 | 18 | 11 | 16 | -3
COc1ccc(CC(=O)Nc2ccc(C(=O)O)cc2NC(=O)Cc2ccc(OC)cc2)cc1 | 0.6 | -1 | 18 | 17 | 20 | 14 | 13 | -5
C/C(O)=C(/N=O)C(=O)Nc1ccccc1 | -2.1 | 9 | 5 | 3 | 29 | 5 | -6 | 0
O=C(COc1ccc(-n2cnnn2)cc1)NC1CCCCC1 | 1.7 | 12 | 11 | -12 | 18 | 5 | 3 | 3
CCc1c(C)nc2c(-c3ccccc3)c(-c3ccccc3)[nH]n2c1=O | -2.6 | 1 | 14 | -9 | 29 | -3 | 3 | -5
CC1=C(C(=O)OCc2ccccc2)C(c2cccnc2)n2ncnc2N1 (centres undefined) | 0.6 | -4 | -6 | -3 | -13 | -6 | -1 | -1
CC(C)Oc1ccc(Cc2c(O)nc(NCCCN(C)C)[nH]c2=O)cc1 | 0.3 | -2 | 6 | 26 | 8 | -3 | -2 | -7
COc1ccc(C(CNC(=O)c2cc(S(=O)(=O)N3CCCC3)ccc2Cl)N2CCCC2)cc1 (centres undefined) | 1.9 | -4 | -4 | 10 | 19 | 2 | 0 | 0
CSCC[C@@H](C(=O)Nc1ccc2c(c1)OCCO2)N1Cc2ccccc2C1=O | -1.6 | 1 | -28 | -30 | 4 | -7 | -9 | -3
O=C(NCc1ccccc1)c1ccc2c(c1)OCCO2 | 2.9 | 9 | -9 | -21 | -6 | -17 | -29 | -3
O=C(COc1cccnc1[N+](=O)[O-])N1CCc2ccccc2C1 | 0.8 | 15 | 4 | 8 | -34 | 6 | 2 | 0
CN1CCN(NC(=O)C2CC2)CC1 | 0.3 | -11 | 4 | 9 | -26 | -6 | 7 | -3
CCOC(=O)C1(CCCc2ccccc2)CCN(C(=O)Cc2nonc2C)CC1 | -2.3 | 47 | 11 | -2 | 8 | 26 | -10 | -2
O=S(=O)(c1ccccc1)c1nc(-c2ccccc2)oc1NCc1cccnc1 | 0.4 | -1 | -2 | 6 | 11 | -6 | -8 | -6
S=C(NNC(=S)NC1CC2CCC1C2)NC1CC2C=CC1C2 (centres undefined) | 0.8 | 14 | 32 | -1 | -19 | 26 | -11 | 0
CC(=O)c1cc(CN2CCC(n3nccc3NC(=O)c3ccccc3)CC2)cs1 | 0.7 | 15 | 4 | -10 | 1 | 15 | 5 | -2
COc1cccc(/C=N/NC(=O)c2nnn(-c3nonc3N)c2-c2cccs2)c1 | 3.1 | 7 | 1 | -16 | -15 | 8 | -6 | -1
COc1ccccc1NC(=O)CSc1nnc(CNC(=O)c2ccco2)n1C | 1.5 | 0 | 3 | 19 | 11 | -10 | 15 | -3
COc1ccc(CN2CCN(Cc3nc4ccccc4s3)CC2CCO)c(C)c1C (centres undefined) | -1.8 | 23 | 12 | -16 | 26 | 14 | -2 | 1
COc1ccc(CNC(=O)COC(=O)CN2C(=O)COc3ccccc32)cc1 | 0.5 | 19 | 5 | 1 | -5 | 10 | 1 | 1
CN(C)CC/C=C1/c2ccc(F)cc2Sc2ccc(Cl)cc21 | 2.1 | -5 | 22 | 14 | 30 | 27 | 3 | 2
Cc1cccc(C(=O)NCCCNC(=O)c2ccccn2)c1 | 0.1 | -7 | 0 | 12 | 8 | -3 | 2 | -5
Nc1nc(CN2CCN(c3ccccc3)CC2)nc(Nc2ccc(Cl)cc2)n1 | -0.8 | 18 | 8 | -19 | -5 | 25 | 7 | 0
COc1cc(NC(=O)c2ccc3c(c2)OCO3)ccc1NC(=O)C(C)C | 1.4 | 2 | 1 | -11 | 23 | 15 | -7 | 2
COc1cc(C=C2C(=O)c3ccccc3C2=O)cc(OC)c1OC | 1.7 | 15 | 15 | 20 | 4 | 13 | 19 | -6
O=C(CC1C(=O)NCCN1Cc1cccc(Oc2ccccc2)c1)NCCc1cnccn1 (centres undefined) | 0.3 | 25 | 10 | 16 | 24 | 12 | 2 | 0
CC1CCN(CCNC(=O)C2CCCN(S(=O)(=O)c3cccc4nonc34)C2)CC1 (centres undefined) | -1.5 | -6 | -4 | 5 | 24 | -4 | 19 | -3
CN(C(=O)COC(=O)C1=COCCO1)c1c(N)n(Cc2ccccc2)c(=O)[nH]c1=O | 1.1 | 10 | -2 | 14 | 1 | 3 | 12 | -2
O=C(Nc1cc(S(=O)(=O)Nc2ccccc2F)ccc1Cl)c1ccc(F)cc1F | -1.5 | 5 | -9 | 24 | 30 | 3 | -12 | -3
COc1ccc(CNC(=O)CN2C(=O)NC(c3ccccc3)(c3ccccc3)C2=O)cc1 | 0.5 | 7 | -8 | 2 | 10 | 3 | -3 | -1
O=C(COC(=O)C12CC3CC(CC(C3)C1)C2)NNC(=O)c1ccccc1 | 0.2 | 11 | 1 | -6 | 12 | 12 | -9 | -1
CCOc1c(Cl)cc(C(=O)NCCN2CCCCC2)cc1Cl | 0.7 | -2 | -7 | 15 | 10 | -5 | -4 | -1
Cc1nn2c3c(cnc2c1-c1ccccc1)C(=O)CCC3 | 2.0 | 6 | 7 | -36 | 1 | 6 | -19 | 6
O=C(CCN1C(=O)/C(=C/c2cccs2)SC1=S)Nc1ccc(O)cc1 | 0.4 | -1 | 4 | -9 | 31 | -13 | 24 | 0
O=C(CCC1CCCN(C2C3CC4CC(C3)CC2C4)C1)NCc1ccc(F)c(F)c1 (centres undefined) | -1.0 | 0 | -2 | 19 | 3 | 7 | -1 | -1
O=C1/C(=C\c2ccsc2)NC(=S)N1c1ccccc1 | 4.3 | 28 | 23 | -13 | 0 | 21 | 9 | 2
CCOc1ccc(Br)cc1CNCc1cccnc1 | 0.0 | -6 | 4 | 0 | -14 | -4 | -12 | -2
CCc1ccc(C(=O)NNc2cc(Cl)cc(Cl)c2)cc1 | -0.6 | 23 | 6 | 14 | 33 | -7 | 4 | -2
COc1ccccc1NC(=O)c1ccc(NC(=O)CNC(=O)c2ccc(OC)c(OC)c2)cc1 | 0.5 | 12 | -15 | -16 | 2 | -5 | -17 | -5
CN(C)c1ccc(-c2cccc(C3CC=CC4C3C(=O)N(Cc3ccccc3)C4c3ccc(C(F)(F)F)cc3)c2)cc1 (centres undefined) | -1.4 | 41 | 31 | -11 | 9 | -2 | 22 | -1
Cc1cc(OCC(=O)N2CCN(c3ccccn3)CC2)cc(C)c1Br | 0.8 | 40 | 10 | -2 | 19 | 27 | 5 | -3
Cc1ccc(NC(=O)COC(=O)Cn2cnc3c2c(=O)n(C)c(=O)n3C)cc1F | 0.2 | 10 | -5 | 8 | 16 | -10 | 23 | -2
Cc1cccnc1NC(=S)NC(=O)c1cccs1 | 6.3 | 17 | 6 | -183 | -186 | 25 | -181 | 3
Cc1ccc(/C=N/Nc2nc(C(C)(C)C)cs2)o1 | 8.8 | 29 | 15 | -44 | -31 | 28 | -30 | 2
CCCCC1CCC(C(=O)OCC(=O)N(CCOC)c2c(N)n(Cc3ccccc3)c(=O)[nH]c2=O)CC1 (centres undefined) | 3.4 | 3 | 1 | 8 | 7 | 3 | 1 | 1
N/C(Cc1ccc([N+](=O)[O-])cc1)=N\OC(=O)c1ccc(Br)cc1 | 1.1 | 83* | 92* | 8 | 13 | 24 | -1 | -3
O=C(COC(=O)c1ccc([N+](=O)[O-])cc1)Nc1ccccc1C(=O)NC1CC1 | 0.8 | 2 | -15 | -7 | 24 | 0 | 5 | 5
COCCN(CC(=O)Nc1cccc(C)c1C)C(=O)c1ccc2c(c1)OCO2 | -0.8 | 2 | 15 | 17 | -8 | -2 | 7 | -3
CC(C)(C)Nc1nc(SCc2ccccc2)nc(N2CCOCC2)n1 | -3.0 | 27 | 16 | -5 | 20 | 17 | 6 | 1
O=C(Nc1ccc(F)cc1)C1CCCCC1 | 0.3 | 6 | -3 | -3 | 8 | 7 | -17 | -1
Continuation.
SMILES | CHOP UPR activ | tim23-1 inh | TIM10 inh | 697 NFkB inh | Mdm2 MdmX PPI | tim10-1 inh | Jurkat NFkB inh | UPR XBP1 act
COc1ccccc1N1CCN(C(=O)c2cc3sccc3n2C)CC1 | -0.9 | 40 | 33 | -1 | 34 | 43* | -1 | 1
COc1ccccc1CCC(=O)OCC(=O)Nc1c(Br)cc(C)cc1Br | 0.8 | 6 | -3 | -38 | -34 | -4 | -12 | 2
COc1ccc(N(C(=O)c2ccc(F)cc2)C2=CC3CCC(C2)N3C)cc1 (centres undefined) | -2.8 | 6 | -1 | -4 | 10 | 5 | -6 | -1
O=C(NCc1ccc(CNC(=O)c2ccco2)cc1)c1ccco1 | 1.7 | 2 | 2 | -3 | -12 | 15 | 10 | -6
CCn1c(-c2ccc(Cl)cc2)n[nH]c1=S | -1.7 | 0 | 0 | 3 | -8 | 32 | 1 | 0
O=C(N/N=C/c1ccc2c(c1)OCO2)C(=O)N1CCCC1 | 3.5 | 3 | 11 | -45 | -3 | -2 | 10 | -1
CN(C(=O)c1ccc(NC(=O)Cc2cccc(NC(=O)C3CCN(C(=O)C4CCCC4)CC3)c2)cc1)C1CCCC1 | -1.2 | 21 | 2 | 3 | 1 | 7 | -8 | 3
CCOC(=O)Cc1csc(NC(=O)C(C)Oc2ccc3c(C)cc(=O)oc3c2)n1 (centres undefined) | 0.5 | 9 | -4 | 7 | 9 | -3 | -4 | -2
CN(C(=O)COC(=O)c1cncc(Br)c1)C1CCCCC1 | 0.5 | 10 | 0 | 7 | 22 | 12 | -7 | -3
Cc1cccc(OCC(O)CN2CCc3ccccc3C2)c1 (centres undefined) | 1.0 | -1 | -2 | 12 | 12 | -1 | -5 | -2
COc1ccc(OCC(=O)OCCNC(=O)c2cccnc2)cc1 | -2.7 | 5 | 4 | -19 | -36 | 7 | -2 | 0
COC(=O)CCCNC(=O)c1ccc2[nH]c(C)c(C)c2c1 | -1.8 | 5 | 0 | 3 | 8 | 8 | 1 | -2
CNS(=O)(=O)c1cccc(C(=O)OCC(=O)N(CCC#N)c2ccccc2)c1 | -0.7 | 5 | 2 | 7 | 2 | -4 | -10 | 1
CCCCn1c(N)c(N(CCOC)C(=O)COC(=O)c2cc(CCC)c(C)s2)c(=O)[nH]c1=O | 0.7 | 3 | 5 | 6 | 0 | -8 | -14 | -1
CC1=C(C(=O)N2CCCC(CCC(=O)NCc3ccccc3F)C2)OCCO1 (centres undefined) | 2.8 | 10 | 5 | 11 | 5 | 9 | -5 | -5
CCOc1ccccc1C(=O)Nc1nnc(COC)s1 | 1.5 | 10 | 4 | -22 | -6 | 7 | -3 | 2

6 compounds out of the list, ordered by length of the SMILES, ascending.
SMILES | CHOP UPR activ | tim23-1 inh | TIM10 inh | 697 NFkB inh | Mdm2 MdmX PPI | tim10-1 inh | Jurkat NFkB inh | UPR XBP1 act
CCOc1ccccc1C(=O)Nc1nnc(COC)s1 | 1.5 | 10 | 4 | -22 | -6 | 7 | -3 | 2
Cc1cccc(OCC(O)CN2CCc3ccccc3C2)c1 (centres undefined) | 1.0 | -1 | -2 | 12 | 12 | -1 | -5 | -2
CN(C(=O)COC(=O)c1cncc(Br)c1)C1CCCCC1 | 0.5 | 10 | 0 | 7 | 22 | 12 | -7 | -3
COC(=O)CCCNC(=O)c1ccc2[nH]c(C)c(C)c2c1 | -1.8 | 5 | 0 | 3 | 8 | 8 | 1 | -2
CC1=C(C(=O)N2CCCC(CCC(=O)NCc3ccccc3F)C2)OCCO1 (centres undefined) | 2.8 | 10 | 5 | 11 | 5 | 9 | -5 | -5
CCOC(=O)Cc1csc(NC(=O)C(C)Oc2ccc3c(C)cc(=O)oc3c2)n1 (centres undefined) | 0.5 | 9 | -4 | 7 | 9 | -3 | -4 | -2
